EphA4 KYL inhibition = inhibitors of EphA4 binding to KYL peptide, primary screen, biochemical, colorimetric, mouse EphA4 (AID 689); EphA4-AP binding to KYL peptide, pNPP A405; higher % means a stronger effect; inhibition, % at 10 µM; hits with a dose series show IC50 in µM; 0.1% of 62,000 active; in the data active = a potency from the dose series; inactive = the rest, 99 in 100 with inhibition below about 22%
Active calls of the source: *. This is a subset. The share of hits here may be higher or lower than overall.

mol	EphA4 KYL inhibition
CCC(C(=O)N1CCN(c2cccc(Cl)c2)CC1)c1ccccc1 (centres undefined)	4%
COc1cc(C(=O)Sc2ccc(Cl)cc2)cc(OC)c1OC	-16%
Cc1ccc([C@@H]2C3COCC=C3C(C#N)=C(N)C2(C#N)C#N)o1 (some centres undefined)	-7%
CCn1c(C)nc2c1C(=O)c1ccccc1C2=O	-10%
NS(=O)(=O)c1ccc(CCNc2ccc(C(F)(F)F)cc2[N+](=O)[O-])cc1	4%
CC(=O)Nc1cc(C(=O)OC(C(=O)c2ccccc2)c2ccccc2)ccc1C (centres undefined)	-10%
COc1ccccc1/C=C/C(=O)c1c2c(c(C)[nH]c1=O)CCCC2	-17%
Cc1ccccc1OCC(=O)OC1CCN(C)CC1	9%
CCOC(=O)c1c(CN2CCN(CCO)CC2)n(C)c2cc(Br)c(OC)cc12	-7%
O=c1c2ccccc2oc2nc3ccn(Cc4ccncc4)c(=O)c3cc12	0%
Cn1c(=O)c(C(=O)CSc2nncs2)c(N)n(Cc2ccccc2)c1=O	1%
Cn1c(OCc2cccnc2)nc2c1c(=O)n(Cc1ccc(Br)cc1)c(=O)n2C	-14%
CCCCNC(=S)Nc1ccccc1F	-9%
Cc1ccccc1C(=O)NN(C)c1nc2ccccc2nc1C(F)(F)F	14%
Cc1ccccc1OCc1nc2ccc(S(=O)(=O)N3CCOCC3)cc2[nH]1	2%
CC(c1cccs1)N(C(=O)Nc1ccccc1)C1CCCCC1 (centres undefined)	-4%
COc1cc(S(=O)(=O)Nc2c(C)cc(C)cc2C)ccc1Cl	2%
CN1C(=O)c2cccc(N(C)C)c2C1=O	-1%
CCOC(=O)Nc1ccc(S(=O)(=O)Nn2cnnc2)cc1	-3%
O=C1CSC(c2nn(-c3ccccc3)cc2-c2cc3ccccc3oc2=O)N1Cc1ccco1 (centres undefined)	-12%
CCN(CC)C(=O)CSc1nnc(-c2ccccc2)n1N	-20%
CCc1ccc(CNC(=O)C2CC(=O)N(CCc3ccc(C)cc3)C2)cc1 (centres undefined)	0%
CCOC(=O)c1c(NC(=O)CN2CCCCC2)sc2c1CCN(C(=O)OCC)C2	-1%
CCOC(=O)c1cnn(-c2ccccc2)c1NC(=O)C(F)(F)C(F)(F)C(F)(F)F	6%
CCOc1ccc(C(c2c(C)[nH][nH]c2=O)c2c(C)[nH][nH]c2=O)cc1OC	-3%
CCCNS(=O)(=O)c1ccc(CCC(=O)N2CCOCC2)cc1	-18%
O=C(O)CCCCCN1C(=O)CSC1=S	-7%
CN(C)/C=C(/C(=O)c1ccc(Cl)cc1Cl)S(=O)(=O)c1ccccc1	-9%
O=C(Nc1ccccc1)OC(CN1CCCCC1)C(F)(F)F (centres undefined)	-8%
O=C(CCc1nc(-c2ccccc2)c(-c2ccccc2)o1)OCc1ccc(Br)cc1	2%
Cc1ccc(C(=O)Nc2nccs2)cc1S(=O)(=O)N1CCCCC1	-13%
O=C(NCCCCc1ccccc1)C1CC(c2cccc([N+](=O)[O-])c2)=NO1 (centres undefined)	-6%
O=C(Nc1cccc(C(F)(F)F)c1)c1n[nH]c(Cn2cncn2)n1	-26%
O=C(NC(=S)N(CCCCO)C1CCCCC1)c1sc2ccccc2c1Cl	-8%
CCOc1ccccc1Nc1ncccc1C(=O)O	14%
Cc1ccc(NC(=O)c2sc3ccccc3c2Cl)nc1	-5%
O=C(NCc1ccc2c(c1)OCO2)c1ccc(CS(=O)(=O)c2ccc(Br)cc2)o1	-10%
CC(O)CN(Cc1ccc(Cl)cc1)CC(C)O (centres undefined)	3%
Cc1cc(C)c2ccc(NN)nc2c1O	5%
O=C(/C=C/c1c(Cl)cccc1Cl)c1ccc2c(c1)OCCO2	-3%
O=C(CCCNS(=O)(=O)c1cccc2nsnc12)NC1CCCCC1	-2%
CCn1c(=N)n(CCO)c2ccccc21	-14%
CC(C)CCNC(=O)CC1Nc2c3ccccc3nc(=S)n2C1=O (centres undefined)	8%
CCC1(C)C2(C#N)C(N)=NC(OC)(OC)C12C#N (centres undefined)	-6%
CCOC(=O)C(=CNCCC(=O)O)C(=O)OCC	6%
CCCCCn1c(SCC(=O)OC)nc2c1c(=O)[nH]c(=O)n2C	-45%
CC(C)CNC(=O)c1ccc(I)cc1	-6%
COc1ccccc1N(CC(=O)NCCc1ccccc1)S(C)(=O)=O	11%
CCC(C)(C)n1nnnc1C(c1ccc(O)c(OC)c1)N1CCN(c2nc3ccccc3s2)CC1 (centres undefined)	-18%
Cc1ccc(/C=N/NC(=O)c2cccnc2)o1	-6%
CCCCN1C(=O)Cc2c1nc(N)c1c(N)nc(N(CCC)CCC)c(C#N)c21	-15%
CC(NC(=O)C1CCC(CNc2c(N3CCOCC3)c(=O)c2=O)CC1)c1ccccc1 (centres undefined)	-2%
Nc1ccc2oc(CCc3ccccc3)nc2c1	-3%
CC(C)(C)c1ccc(-c2n[nH]c(=S)n2C2CCCC2)cc1	-8%
C/C(=C\C(=O)c1ccc(Br)cc1)NCc1ccccc1	0%
Cc1cc(SC(C)C(=O)Nc2c(C)n(C)n(-c3ccccc3)c2=O)nc2ccccc12 (centres undefined)	-13%
CCC(C)(C)n1nnnc1C(c1ccc(C)cc1)N1CCC(C)CC1 (centres undefined)	0%
Cc1ccc(C)c(-n2c(CNc3ccc(F)cc3)nnc2SCC(N)=O)c1	-6%
COc1ccc(-n2c(O)c(C=Nc3ccc(Cl)cc3)c(=O)[nH]c2=O)cc1	-3%
COc1ccc(N2CCN(c3oc(COc4ccc(Cl)cc4)nc3C#N)CC2)cc1	1%

New compounds follow.
mol	EphA4 KYL inhibition
COc1ccc(CCNC(=O)c2ccc3c(=O)n(Cc4ccco4)c(=S)[nH]c3c2)cc1OC	-10%
CCC1(CC)NC(=S)N(Nc2ccccc2)C1=O	-1%
C=CC(O)Cc1c(C)n[nH]c1C (centres undefined)	-2%
CCOC(=O)N1CCN(C(=S)NCCOC)CC1	-16%
CCC1Nc2ccc(C)cc2C(Nc2ccc(C)cc2)C1C (centres undefined)	-2%
O=C(Nc1nc2ccccc2n1Cc1ccccc1Cl)c1ccc(Cl)cc1	12%
Cc1ccc(CSc2nnc(-c3ccccc3N)c(=O)[nH]2)cc1	-2%
CCN1CCc2nc(NC(=O)CC(c3ccccc3)c3ccccc3)sc2C1	-10%
O=C(CCC(=O)c1cccs1)NC(c1ccccc1)c1ccccc1	2%
O=C(CCc1ccccc1)Nc1cc(C(F)(F)F)ccc1Cl	-9%
CCOC(=O)N1CCC(NC(=O)c2ccc(CS(=O)(=O)c3ccccc3C)o2)CC1	-1%
COc1ccc(N2C(=O)NC(=O)/C(=C/c3ccc(OCCOc4ccc(C)cc4)c(OC)c3)C2=O)cc1	-5%
CCOC(=O)CSc1nnc(-c2ccco2)n1-c1ccccc1	6%
O=C(c1ccccc1Cl)N1CCN(C(c2ccccc2)c2ccccc2)CC1	-8%
CC(C)=CC(=O)OCC(=O)Nc1ncc(Cl)c(C)c1Cl	4%
COc1cccc(NC(=O)C(=O)N/N=C/c2cc(C)n(-c3ccc(Cl)c(Cl)c3)c2C)c1	-3%
O=C(CSc1nc2ccccc2c(=O)n1NC(=O)c1ccccc1)c1ccccc1	-5%
Clc1ccc(-c2nc3ncccn3c2Nc2ccc3c(c2)OCCO3)cc1	-16%
CS(=O)(=O)N1CCN(c2ccccc2NC(=O)c2cccnc2Cl)CC1	2%
CC(C)(C)N(NC(=O)Nc1ccccc1)C(=O)c1ccccc1Cl	-8%
CCN(CC)C(=S)SCC(=O)Nc1cc(C)ccc1C	7%
CC1CCN(C2=NC(=O)/C(=C/c3cn(-c4ccccc4)nc3-c3cccc(S(=O)(=O)N(C)C)c3)S2)CC1	7%
O=C(NCCCNCc1ccccc1)/C(=N\O)c1ccccc1	-5%
COc1ccc(C(=O)Nc2nc3ccc(C)cc3s2)cc1Br	-10%
Cc1cc(C(=O)CSc2nnc(-c3ccncc3)n2-c2ccccc2)c(C)n1C	0%
COC(=O)c1ccccc1OCC(=O)N1CCN(c2ccc(Cl)cc2)CC1	-22%
COc1ccc(CN2CCN(C(=O)C3CC(=O)N(C4CCCCCC4)C3)CC2)c(OC)c1OC (centres undefined)	-3%
Cc1ccc2oc3nc(C)c(C(=O)Nc4cccc(C(F)(F)F)c4)cc3c(=O)c2c1	3%
O=c1[nH]c(=O)n(Cc2ccccc2)c2c1C(C(F)(F)F)(C(F)(F)F)N=C(c1ccco1)N2	-10%
c1ccc(-n2c(SCc3ccncc3)nnc2-c2ccco2)cc1	11%
COC(=O)c1cc2c(=O)n3ccccc3nc2n(C)c1=N	3%
CC(C)(C)C(=O)Nc1cccc(C(=O)c2cccc(NC(=O)C(C)(C)C)c2)c1	2%
Cn1c(NC(=O)c2ccco2)c(-c2ccccc2)c(=O)c2ccccc21	-10%
COc1ccc(Cn2c(SC)nc3ccccc32)cc1	0%
Cc1cccc(-n2nnnc2SCC(=O)c2cc(C)n(Cc3ccco3)c2C)c1	-16%
Cc1cc(C(=O)n2cnc3c(N)ncnc32)co1	-14%
CCN(CC)CCCNC(=O)c1ccccc1C	-6%
CCOC(=O)c1c(NC(=O)CN2CCOCC2)sc2c1CCCC2	-5%
Brc1ccc(/C=N/Nc2ncnc3c2cnn3Cc2ccccc2)cc1	1%
COc1ccc(OC)c(-n2c(SCC(N)=O)nnc2-c2c[nH]c3ccccc23)c1	-14%
CCC1C(=O)N(c2nc(C)cc(C)n2)N=C1C (centres undefined)	-14%
Cc1ccc(CCC(=O)Nc2ncc(Cc3cccc(Cl)c3)s2)o1	-1%
COc1cccc(C(=O)N2c3ccccc3C(N(C(=O)C(F)(F)F)c3ccccc3)CC2C)c1 (centres undefined)	-11%
O=C(Nc1cccnc1)c1ccc(-c2ccc(Cl)cc2)o1	-2%
CC(C)Oc1ccc(CC2CC(=O)NC2=O)cc1 (centres undefined)	-1%
O=C1NC(=Nc2ccc(Br)cc2)S/C1=C\c1ccccc1[N+](=O)[O-]	-10%
COc1ccccc1/C=c1\sc2nc(-c3ccc(C)cc3)nn2c1=O	5%
Cc1ccc(-c2cc(C(=O)Nc3ccc(S(=O)(=O)Nc4cc(C)on4)cc3)c3ccccc3n2)c(C)c1	0%
Cc1ccc(/C=C2/CCc3c([nH]c4ccccc34)C2=O)cc1	-3%
CC(C)c1nc(SCC(=O)Nc2cccc(S(N)(=O)=O)c2)n[nH]1	2%
c1ccc2nc3c(nc2c1)CCc1nonc1-3	-12%
Cc1nn(-c2ccccc2)c(C)c1C(=O)OCC(=O)NC(=O)NC1CCCC1	-9%
COc1ccccc1/C=C/C(=O)c1ccc(Cl)cc1	-8%
COc1ccccc1CNC(=O)COC(=O)c1ccc(S(=O)(=O)N2CCCC2)cc1	4%
CCOc1ccc(NC(=O)CCC(=O)OC)cc1	-11%
Cn1nnnc1SCCNCC#Cc1ccccc1	-10%
CC(C)N=C(Nc1ccc(Cl)cc1)c1cccnc1	2%
O=C(Cn1[nH]c(=O)c2ccccc2c1=O)NCc1cccnc1	3%
COc1ccc(N2CCN(C(=O)c3ccc4c(=O)n(CC5CCCO5)c(=O)[nH]c4c3)CC2)cc1 (centres undefined)	-1%
N#Cc1nc(COc2ccccc2F)oc1NCc1ccc(F)cc1	0%

The listing continues:
mol	EphA4 KYL inhibition
COC(=O)c1cc2nc(-c3ccc(OC)c(OC)c3)cc(C(F)(F)F)n2n1	8%
CCCC(O)(c1ccc(OC)cc1)C(CN(C)C)c1ccccc1 (centres undefined)	-59%
C=CCOc1cccc(C2c3c(oc4ccccc4c3=O)C(=O)N2c2ccccn2)c1 (centres undefined)	1%
COc1ccc(-c2cc3ccccc3n2CC(O)CN2CCOCC2)cc1 (centres undefined)	-1%
COc1ccc(-n2nc(N)c3c(=O)oc(N(C)C)nc32)cc1	-11%
CC(Sc1nnc(C(C)N(C)C)n1-c1ccc(Cl)cc1)C(=O)Nc1ccc2c(c1)OCO2 (centres undefined)	-12%
O=C(NCCN1CCCC1=O)Nc1ccccc1	-5%
OCC1(CO)COC(c2ccccc2)=N1	5%
Cc1ccc(C)c(-c2cc(C(=O)NCc3cccs3)c3ccccc3n2)c1	-3%
COc1ccc2nc3sc(C(=O)NCc4cccs4)c(N)c3cc2c1	13%
CCC(C)NC(=O)C1CN(S(=O)(=O)c2ccccc2)CCN1S(=O)(=O)c1ccccc1 (centres undefined)	-4%
COc1ccc(-c2nc3ccncc3[nH]2)cc1OC	-13%
Cc1ccc(N2CC(C(=O)Nc3ccccn3)CC2=O)cc1 (centres undefined)	7%

Quoted from the listing (2 entries):
mol	EphA4 KYL inhibition
COc1ccc(-c2nc3ccncc3[nH]2)cc1OC	-13%
Cc1ccc(N2CC(C(=O)Nc3ccccn3)CC2=O)cc1 (centres undefined)	7%

Laid out differently: four of the compounds above.
O=C(NCCN1CCCC1=O)Nc1ccccc1
  EphA4 KYL inhibition = -5%

OCC1(CO)COC(c2ccccc2)=N1
  EphA4 KYL inhibition = 5%

Cc1ccc(C)c(-c2cc(C(=O)NCc3cccs3)c3ccccc3n2)c1
  EphA4 KYL inhibition = -3%

COc1ccc2nc3sc(C(=O)NCc4cccs4)c(N)c3cc2c1
  EphA4 KYL inhibition = 13%
